High-throughput results: PubChem BioAssay, Broad Institute
Xi reactivation: reactivates the inactive X chromosome in mouse fibroblasts; XiGFP mouse fibroblasts, % GFP-positive cells imaging, 3 d; cells co-treated with 5-aza-dC sensitizer; scaled so ellipticine positive control = 100%; activation, % at 7.58 µM; actives 0.055% (n = 360,000); AID 743238;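 active = mean normalized replicate activation at least 10% and every replicate at or above 10%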;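 note: 0% = median of on-plate neutral control wells and 100% = ellipticine 6 µM median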
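Material: XiGFP fibroblasts, SV40-immortalized. Buffer or medium: DMEM plus 5-aza-dC sensitizer. Compound: single concentration per compound, delivered by pin transfer. Times: 3 days compound exposure. Controls: ellipticine 6 µM.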
PGC1a acetyl inh: modulators of PGC1a acetylation | U2OS PGC1a acetylation, AlphaScreen anti-acetyl-lysine; with virally co-expressed GCN5 acetyltransferase | inhibition, % at 15.6 µM | actives 0.17% (n = 350,000);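 active = every replicate shows inhibition of at least 40%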;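 note: 0% = neutral control wells and 100% = positive control wells; some results beyond the cut were filed as inactive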
Cneo AK release: causes C. neoformans cell lysis | actives 0.2% (n = 360,000) | lysis activity, % at 15 µM | AID 651654 | adenylate kinase release luminescence, 4 h; normalised: neutral wells 0, clomiphene wells 100;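 active = mean lysis activity across replicates of at least 80%, whatever share of replicates individually reach that level; inactive = mean lysis activity below 80%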
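Test system: log-phase Cryptococcus neoformans yeast cells. Input: 5 × 10^6 yeast cells/mL. Medium: fresh YPD growth medium. Doses: single dose. Incubation: static 4 h at 37 °C with compound, 1 h detection. Measured by: luminescent adenylate kinase detection reagent. Read-out: signal increase indicating cell lysis. Benchmarks: Clomiphene.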
S100A4 MyoIIA: inhibitors of human S100A4 binding to myosin IIA peptide | S100A4/TAMRA-MyoIIA peptide fluorescence polarization | inhibition, % at 10.7 µM | actives 0.14% (n = 360,000) | AID 652163;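 active = mean inhibition of at least 70% across replicates, with every replicate also reaching that level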
Target sequence (P26447 whole entry, looked up): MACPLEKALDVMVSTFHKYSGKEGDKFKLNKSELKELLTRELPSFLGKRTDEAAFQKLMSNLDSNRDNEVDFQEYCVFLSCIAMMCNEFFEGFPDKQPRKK
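Test system: S100A4 monomer protein. Medium: HEPES buffer with Ca2+, pH 7.2. Reagent: fluorescent myosin IIA peptide, 5 nM. Compound dosing: single-point compound testing. Timing: 5 min between mix addition and reading. Benchmarks: DMSO neutral and TFP positive wells.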
SIRT5 block: blocks human SIRT5 desuccinylation of peptide | actives 1.1% (n = 330,000) | inhibition, % at 15 µM | Purified SirT5, succinyl-peptide AMC, trypsin-coupled fluorescence | AID 652115 | Q9NXA8; in the data active = inhibition above about 15%
Target sequence (Q9NXA8 whole entry, looked up): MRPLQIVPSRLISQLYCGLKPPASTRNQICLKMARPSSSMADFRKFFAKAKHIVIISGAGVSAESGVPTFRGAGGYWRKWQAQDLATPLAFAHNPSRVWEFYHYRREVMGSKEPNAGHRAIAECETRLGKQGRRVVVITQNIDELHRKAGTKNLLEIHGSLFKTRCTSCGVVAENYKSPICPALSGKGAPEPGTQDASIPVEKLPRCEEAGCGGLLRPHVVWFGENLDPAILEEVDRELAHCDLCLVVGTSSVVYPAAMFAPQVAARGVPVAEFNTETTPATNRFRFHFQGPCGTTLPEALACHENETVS
C2C12 statin: suppressors of simvastatin-induced myotoxicity in C2C12 myotubes. ATP luminescence, 48 h; scaled: DMSO 0, geranylgeraniol control 100. AID 602340. actives 0.78% (n = 330,000). rescue of ATP level, % at 7.49 µM;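 active = mean ATP rescue above about 67%, or every replicate alone reaching that limit, limit read from the data, passing the limit was not always enough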;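 note: myotubes were challenged with 10 µM simvastatin during compound exposure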
LGR2 inh: inhibitors of bursicon-induced Drosophila LGR2 receptor cAMP signaling | HEK293 LGR2, CRE-luciferase, bursicon-stimulated, 4 h | inhibition, % at 9.99 µM | actives 0.35% (n = 380,000);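 active = drop in luminescence signal, shown as inhibition above about 50% in the replicate tests, limit read from the data, passing the limit was not always enough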;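 note: agonist challenge used bursicon conditioned medium at about half maximal strength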
ERAP1 HTS inh: ERAP1 (human) enzyme inhibition | Q9NZ08 | recombinant ERAP1, Leu-AMC fluorescence, 60 min | inhibition, % at 10.7 µM | actives 0.15% (n = 340,000);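 active = mean replicate inhibition of at least 30%, or all replicates individually reaching that 30% level; inactive = mean below 30% and not every replicate reaching it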;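 note: 0% = neutral control wells and 100% = L-leucinethiol positive control wells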
Numbers without * were called inactive; / = not tested or not shown; & = joins results of further samples. The list is partial. The share of hits here may be higher or lower than overall.

SMILES | Xi reactivation | PGC1a acetyl inh | Cneo AK release | S100A4 MyoIIA | SIRT5 block | C2C12 statin | LGR2 inh | ERAP1 HTS inh
Cc1ccc(NS(=O)(=O)c2ccc3c(c2)n(C)c(=O)n3C)cc1C | 0.0 | -8 | -3 | 3 | 1 | 2 | -7 | -3
Cc1cc(C)n(C(=O)c2ccc([N+](=O)[O-])cc2N)n1 | 0.0 | 44* | -23 | 2 | 0 | 0 | 2 | 1
Cc1ccc(C(=O)OCC(=O)NCCc2ccccc2)cc1C | -0.1 | -2 | 1 | -1 | -3 | 1 | -1 | 4
O=C(CCNS(=O)(=O)c1ccccc1C(F)(F)F)N1CCN(C(c2ccccc2)c2ccccc2)CC1 | 0.0 | -3 | 1 | -7 | -2 | 44 | 11 | 1
Cc1cc(C(=O)N2CCN(c3ccc([N+](=O)[O-])cc3)CC2)n[nH]1 | 0.1 | / | -1 | 1 | 3 | 2 | 7 | 4
CN(C(=O)COc1ccc(Br)cc1Cl)C1CCCCC1 | 0.0 | 3 | 3 | -8 | -1 | -6 | -58 | -1
CCOc1ccc(N2CC(C(=O)Nc3ccc(S(=O)(=O)N4CCCCC4)cc3)CC2=O)cc1 (centres undefined) | 0.2 | / | -2 | -4 | -1 | / | -15 | 0
CC(C)C[C@H](NC(=O)c1nc[nH]c1C(=O)NC1CCNCC1)C(=O)OC(C)(C)C | 0.0 | -32 | 1 | 2 | 17* | 3 | / | -3
O=C(c1ccncc1)N1CC(=O)N2[C@H](CO)[C@@H](c3ccc(/C=C/c4ccccc4)cc3)[C@@H]2C1 | 0.4 | -14 | / | -20 | -2 | / | 3 | 0
CCOC(=O)C1CCN(C/C=C/c2ccccc2)CC1 | 0.0 | / | 0 | -4 | 2 | -9 | -4 | -1
COc1ccc(S(=O)(=O)N2CCN(CCOc3ccccc3Cl)CC2)cc1OC | -0.6 | -4 | / | 15 | 0 | -5 | 5 | 2
CCOc1ccc(N(CC(=O)NCc2ccccc2)C(=O)Cn2nnc(-c3ccc(C)o3)n2)cc1 | 0.0 | -9 | 1 | 1 | -4 | 15 | -7 | 1
OCC[C@@H]1C[C@H](O)[C@@H](O)[C@]2(Cc3ccccc3CO2)O1 | 0.1 | -16 | 1 | 11 | -8 | 7 | 3 | -2
CC(C)c1ccc(NC(=O)CN2C(=O)NC3(CCCC3)C2=O)cc1 | 0.2 | / | -1 | 1 | -8 | -22 | -12 | 3
Cc1cccc(C(=O)NC(C)C(c2cccs2)N2CCOCC2)c1 (centres undefined) | 0.0 | 6 | / | 0 | -2 | 15 | 4 | -2
COc1ccccc1/C=N/NC(=O)CSc1cc(C)nc2ccccc12 | 0.0 | / | / | -1 | -1 | / | 9 | -2
Cc1ccc(NC(=O)COC(=O)C2CCN(c3ccc(C(F)(F)F)cn3)CC2)cc1C | 0.1 | -3 | 3 | 0 | -3 | 9 | -7 | 2
CCN[C@H]1C[C@H](C)S(=O)(=O)c2sc(S(N)(=O)=O)cc21 | -0.1 | / | -1 | 4 | 1 | -4 | 2 | 0
CS(=O)(=O)N(CC(=O)N1CCCCCC1)c1cccc(Cl)c1Cl | 0.2 | / | -1 | 3 | -2 | -10 | 11 | 0
CN(C)CCNC(=O)/C=C/c1cn(-c2ccccc2)nc1-c1cc2ccccc2oc1=O | 0.0 | / | 1 | 7 | / | 3 | 24 | /
C[C@@H]1CN([C@@H](C)CO)C(=O)Cc2cc(NC(=O)C3CC3)ccc2O[C@H]1CN(C)C(=O)Nc1cccc2ccccc12 | 0.1 | 9 | 3 | -1 | 0 | 29 | 7 | 2
O=C(NCCCN1CCOCC1)c1ccc2c(c1)N(Cc1ccc(Cl)cc1)C(=O)c1ccccc1S2=O (centres undefined) | 0.1 | 20 | 0 | 0 | -5 | -1 | 1 | -2
Cn1c(=O)c2[nH]c(C3CCC3)nc2n(C)c1=O | -0.1 | / | / | -2 | 3 | / | -28 | 0
COc1cc2c(cc1CNC[C@H]1O[C@@H](n3cc(C)c(=O)[nH]c3=O)C[C@@H]1O)OCO2 | -0.2 | / | -1 | -3 | 0 | 4 | -22 | -1
CC(C)C(NC(=O)c1c(F)cccc1F)C(=O)NCCc1ccc(S(N)(=O)=O)cc1 (centres undefined) | 0.0 | 2 | -1 | -1 | 2 | -3 | 11 | 2
Next section
SMILES | Xi reactivation | PGC1a acetyl inh | Cneo AK release | S100A4 MyoIIA | SIRT5 block | C2C12 statin | LGR2 inh | ERAP1 HTS inh
O=C(COc1ccccc1)Nc1ncn[nH]1 | -0.2 | 5 | -1 | -9 | 30* | 1 | 2 | /
COc1cccc(CN2CCC2(C)C(=O)Nc2cnc3ccccc3c2)c1F (centres undefined) | -0.1 | 1 | 1 | 2 | -1 | -4 | 21 | 0
C[C@@H]1CN([C@@H](C)CO)C(=O)c2cc(NC(=O)CCCCCC(=O)Nc3ccccc3N)ccc2O[C@H]1CN(C)S(=O)(=O)c1cccs1 | 0.4 | 4 | 1 | 6 | / | -29 | -13 | 2
CN1CCC[C@H]1c1cccnc1 | 0.0&-0.3 | 11 | 5&1 | 2&-1 | -3&6 | 3&7 | 8 | -2&0
C[C@@H]1CN([C@H](C)CO)S(=O)(=O)c2ccc(C#CC3(O)CCCC3)cc2O[C@@H]1CN(C)C(=O)Cc1ccccc1 | 0.1 | -13 | -1 | 3 | -5 | -53 | -4 | 3
CCNC(=O)[C@@H]1[C@@H](CO)[C@@H]2Cn3c(ccc(-c4ccc(F)cc4)c3=O)[C@H]1N2Cc1ccccc1F | 0.0 | 8 | -1 | 0 | -11 | 25 | -9 | -3
COc1cccc(-c2nc(SCC(=O)Nc3nc(-c4ccccc4)c(C)s3)[nH]c(=O)c2C#N)c1 | 0.0 | -10 | / | 3 | / | / | -8 | 3
CC(C)C#Cc1ccc([C@@H]2[C@H](CO)N3CCCCN(C(=O)c4ccc5c(c4)OCO5)C[C@@H]23)cc1 | 0.1 | -2 | 111* | -3 | -1 | / | -3 | 4
COc1ccccc1Nc1ccncc1[N+](=O)[O-] | 0.0 | / | / | 3 | 0 | / | 5 | 10
Oc1ccc(Oc2ccc(Oc3ccc(O)cc3)cc2)cc1 | 0.7 | / | -3 | -4 | -7 | 45 | -42 | -2
O=C(CCN1C(=O)c2ccccc2C1=O)Nc1cccc(O)c1 | 0.0 | 5 | 0 | 21 | -5 | 8 | -15 | 2
C[C@@H]1CN([C@H](C)CO)C(=O)c2cc(NC(=O)CCN3CCOCC3)ccc2O[C@H]1CN(C)S(=O)(=O)c1ccc(F)cc1 | -0.4 | 3 | 10 | -10 | 0 | -10 | -1 | 3
CC=Cc1ccc2n(c1=O)C[C@@H]1[C@@H](CO)[C@H](C(=O)N(C)C)N(C(=O)CC3CC3)[C@H]21 (mixture of isomers) | 0.2 | -16 | -2 | 5 | -5 | 5 | -8 | -1
CCc1nnc(NS(=O)(=O)c2ccc(NC(=O)c3cccc(Br)c3)cc2)s1 | 0.0 | -2 | -1 | 0 | 2 | -9 | / | 0
CCOC(=O)c1cc2n(c1C)-c1ccccc1C2=O | / | -3 | / | 2 | -3 | -6 | -48 | 3
O=C(CC1CC1)N1CC(=O)N2[C@@H](CO)[C@H](c3ccc(-c4ccccc4)cc3)[C@@H]2C1 | 0.2 | -17 | / | 7 | -4 | / | -21 | -1
CC1(C(=O)NS(=O)(=O)c2ccccc2Cl)CCN1C(=O)Cc1ccccc1Cl (centres undefined) | 0.0 | 6 | -1 | -1 | -1 | 6 | 21 | 1
CCC1(CC)Cc2ccccc2C2=C(C(=O)N3CCCCC3)C(=O)C(=O)N21 | 0.0 | / | / | -3 | 1 | / | 8 | 0
CC12CCC(=O)C=C1CCC1C2CCC2(C)C(C(=O)CO)CC(O)C12 (centres undefined) | 0.0 | / | 1 | -1 | -1 | -2 | 4 | -2
CCC(=O)N1C[C@H](C)[C@H](OC)CN(C)C(=O)c2ccc(NC(=O)Nc3ccccc3)cc2OC[C@@H]1C | 0.3 | 1 | -3 | -1 | 2 | 10 | -4 | -1
C[C@H]1CN([C@@H](C)CO)C(=O)c2cc(C#CC3(O)CCCC3)cnc2O[C@H]1CN(C)C(=O)Cc1cccnc1 | -1.1 | -9 | -4 | 8 | / | -2 | 15 | /
O=C(c1ccccc1NS(=O)(=O)c1cccc([N+](=O)[O-])c1)N1CCOCC1 | / | -2 | -2 | / | / | 2 | 0 | /
C[C@H](CO)N1C[C@H](C)[C@H](CN(C)Cc2ccccc2)Oc2cc(-c3cncnc3)ccc2S1(=O)=O | -0.1 | 0 | -5 | -1 | 1 | -11 | 2 | -5
Cn1nc(C(=O)OCC(=O)c2ccc(Br)cc2)c2ccccc2c1=O | -0.1 | / | -1 | 12 | 1 | -2 | 4 | 2
CN(C)c1ccnc(C(=O)O)c1 | 0.0 | -9 | / | 4 | -1 | 2 | 18 | -2

Limited to ERAP1 HTS inh and PGC1a acetyl inh, for 3 of the compounds above:
smiles	ERAP1 HTS inh	PGC1a acetyl inh
O=C(c1ccccc1NS(=O)(=O)c1cccc([N+](=O)[O-])c1)N1CCOCC1	/	-2
C[C@@H]1CN([C@H](C)CO)S(=O)(=O)c2ccc(C#CC3(O)CCCC3)cc2O[C@@H]1CN(C)C(=O)Cc1ccccc1	3	-13
O=C(CC1CC1)N1CC(=O)N2[C@@H](CO)[C@H](c3ccc(-c4ccccc4)cc3)[C@@H]2C1	-1	-17

As a short view, 2 of the compounds above.
SMILES | Xi reactivation | PGC1a acetyl inh | Cneo AK release | S100A4 MyoIIA | SIRT5 block | C2C12 statin | LGR2 inh | ERAP1 HTS inh
Cn1nc(C(=O)OCC(=O)c2ccc(Br)cc2)c2ccccc2c1=O | -0.1 | / | -1 | 12 | 1 | -2 | 4 | 2
CN(C)c1ccnc(C(=O)O)c1 | 0.0 | -9 | / | 4 | -1 | 2 | 18 | -2

Continued.
SMILES | Xi reactivation | PGC1a acetyl inh | Cneo AK release | S100A4 MyoIIA | SIRT5 block | C2C12 statin | LGR2 inh | ERAP1 HTS inh
Cc1cc(C)cc(OCC(=O)Nc2ccc(N3CCOCC3)cc2N2CCOCC2)c1 | -0.9 | / | 10 | -2 | -1 | 1 | -1 | 0
CC(=O)Nc1ccc(OCC(=O)NCc2ccc3c(c2)OCO3)cc1 | 0.0 | -1 | 1 | 3 | -1 | -3 | 17 | -1
CCC(C)NC(=O)CN(c1cc(Cl)cc(Cl)c1)S(C)(=O)=O (centres undefined) | 0.0 | / | / | -7 | -9 | / | 1 | -2
Cc1ccccc1OCCC(=O)OCC(=O)NC(C)c1ccccc1 (centres undefined) | 0.0 | / | / | 7 | -1 | / | 11 | 2
O=C(OC1CCCC1)c1ccc(Cl)cc1Cl | 0.0 | 8 | 1 | 3 | / | 4 | -30 | 0
Cc1cc(C)c(C(=O)COC(=O)CNC(=O)c2ccccc2C)c(C)c1 | 0.4 | / | / | 111* | 1 | / | -7 | 0
CCCOc1cccc(C(=O)Nc2cccc3ncccc23)c1 | 0.0 | 10 | 0 | -4 | -1 | 0 | 10 | -2
COc1ccc(NC(=O)COc2nc3ccccc3nc2N2CCOCC2)c(OC)c1 | 0.0 | 0 | / | -3 | -1 | / | / | 7
CN1C(=O)c2cc(NC(=O)c3cc(F)cc(F)c3)ccc2OC[C@@H]2O[C@@H](CC(=O)O)CC[C@H]21 | 0.2 | 5 | -4 | 14 | -3 | 3 | 16 | -1
